Assay outcomes: PubChem, The Scripps Research Institute Molecular Screening Center
GPR151 activ = human GPR151 activation | PathHunter beta-arrestin GPR151 cells, luminescence | activation, % at 11.2 µM | 650,000 compounds, 1% hits | AID 1508602; in the data active = activation above about 4.9%;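 note: 0% = median of compound wells and 100% = cells with positive control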
TEAD-YAP block = TEAD-YAP interaction inhibition. 640,000 compounds, 1.4% hits. HEK-TIYL cells, TEAD-Gal4/YAP UAS-luciferase luminescence. inhibition, % at 9.12 µM; in the data active = inhibition above about 32%;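 note: 0% = median of test compound wells and 100% = reference inhibitor wells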
MITF primary = inhibitors of human MITF; O75030; AlphaScreen MITF homodimerization, bead proximity signal; inhibition, % at 2.6 µM; 650,000 compounds, 0.91% hits; in the data active = inhibition above about 50%;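 note: 0% = vehicle wells with protein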
FBW7 act = human FBW7 E3 ligase activation, primary screen | AID 1259310 | normalized activity (activation), % at 26.1 µM | 650,000 compounds, 0.13% hits | Q969H0 | AlphaScreen FBW7–phospho-cyclin E peptide binding, activator screen; in the data active = normalized activity above about 1.9%;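 note: purified mutant Fbw7 with reduced substrate affinity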
Target sequence (Q969H0 whole entry, looked up): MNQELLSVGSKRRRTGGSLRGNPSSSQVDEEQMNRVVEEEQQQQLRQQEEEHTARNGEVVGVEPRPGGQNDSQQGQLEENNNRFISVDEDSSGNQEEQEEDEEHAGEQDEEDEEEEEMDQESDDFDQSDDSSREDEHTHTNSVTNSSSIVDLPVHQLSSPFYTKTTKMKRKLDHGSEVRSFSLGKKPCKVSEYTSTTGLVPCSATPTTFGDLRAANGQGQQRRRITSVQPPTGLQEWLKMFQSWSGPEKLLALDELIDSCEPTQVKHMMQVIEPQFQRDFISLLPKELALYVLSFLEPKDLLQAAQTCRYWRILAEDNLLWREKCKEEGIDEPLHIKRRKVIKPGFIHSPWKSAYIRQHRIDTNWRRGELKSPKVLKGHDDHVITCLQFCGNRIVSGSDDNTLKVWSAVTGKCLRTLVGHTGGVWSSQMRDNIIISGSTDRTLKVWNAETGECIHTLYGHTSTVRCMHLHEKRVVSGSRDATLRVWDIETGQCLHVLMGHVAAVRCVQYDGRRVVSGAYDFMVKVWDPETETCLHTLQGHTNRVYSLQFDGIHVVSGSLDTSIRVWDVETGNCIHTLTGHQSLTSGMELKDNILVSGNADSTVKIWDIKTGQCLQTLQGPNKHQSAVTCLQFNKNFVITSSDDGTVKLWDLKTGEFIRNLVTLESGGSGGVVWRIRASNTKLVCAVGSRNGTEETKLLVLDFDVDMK
Numbers without * were called inactive.

SMILES	GPR151 activ	TEAD-YAP block	MITF primary	FBW7 act
CCn1c(=O)/c(=C2/Sc3ccc(OC)cc3N2C)s/c1=C1/C(=O)N(c2ccc(C(=O)O)cc2)N=C1C	0.3	5	12	-0.3
CCn1c(Cc2ccc(OC)c(OC)c2)nc2ccccc21	-0.9	24	7	0.0
O=C(Nc1ccc2oc(-c3ccccc3)nc2c1)c1ccccc1[N+](=O)[O-]	0.5	-46	2	0.1
CC(NC(=O)CCc1nc2ccccc2[nH]1)c1ccccc1 (stereo not given)	-1.2	2	12	0.1
O=C1CC(SCCc2nc3ccccc3[nH]2)C(=O)N1c1ccc(Cl)cc1 (stereo not given)	-0.1	4	-5	-0.1
COc1cc(/C=C(/C#N)C(=O)Nc2cccc(Br)c2)cc([N+](=O)[O-])c1O	1.3	8	9	-0.1
CCN1C(=O)CS/C1=N\S(=O)(=O)c1ccc(Cl)cc1	2.4	0	2	-0.1
COC(=O)CCc1cc2c(C)cc(=O)oc2cc1O	1.5	5	3	-0.1
O=C1N[C@H](Cc2ccccc2)C(=O)N2CCN(Cc3ccccc3F)C[C@H]12	0.3	8	-2	0.2
Cc1cc(OCC(=O)Nc2ccccc2)ccc1Br	0.8	-50	0	-0.2
CC1=NN(c2ccccc2)C(=O)/C1=C/c1ccc(N(C)C)cc1	0.1	8	16	-0.1
COC(=O)c1[nH]ncc1Br	6.1*	3	8	0.0
NC[C@@H]1CC[C@@H](N)[C@@H](O[C@H]2[C@H](O)[C@@H](O[C@H]3O[C@H](CO)[C@@H](O)[C@H](N)[C@H]3O)[C@H](N)C[C@@H]2N)O1	0.1	-1	15	-0.1
Cc1cc(NC(=O)COC(=O)/C=C/c2ccc([N+](=O)[O-])cc2)no1	2.3	5	2	0.0
C#CCn1c(=O)c2c(OCCC)c(CC)cnc2n(C)c1=O	0.1	0	21	0.0
CS(=O)(=O)Nc1ccccc1C(=O)NCc1ccccc1	-1.3	6	-19	-0.2
COc1cccc(OC)c1C(=O)Nc1ccccc1NC(C)=O	0.7	-9	-13	0.0
CCCN(C(=O)CC)c1nnc(-c2cccnc2)s1	-0.2	2	10	0.0
Cc1ccc(NC(=O)N2CCC(N(C)C(C)C)CC2)cc1C	-0.3	-7	-1	-0.4
CC1CCC2C(C)C3C(CC4C5CC=C6CC(O)CCC6(C)C5CCC43C)OCN2C1 (stereo not given)	-0.5	-10	2	-0.1
Cc1c(Cc2ccccc2)c(=O)oc2c(C)c(OCc3ccccc3)ccc12	-2.1	-2	16	0.0
Cc1c(C(=O)N2CCCCCC2)sc2ncn(CC(=O)N3CC(C)CC(C)C3)c(=O)c12 (stereo not given)	-1.3	4	-7	-0.1
CSc1nc2c(c(=O)[nH]1)C1(CCCC1)Cc1ccccc1-2	0.3	-7	-6	0.1
COc1cccc(CC2(CO)CCCN(C(=O)/C=C/c3cnc[nH]3)C2)c1 (stereo not given)	1.9	-12	4	0.0
Cc1ccc(-c2c(C)nn3c(N(C)CCO)cc(C)nc23)cc1	-0.8	-11	-1	-0.2
O=c1[nH]c(=O)n(C2CCCCC2)c(O)c1/C=C1\C=CC=N1	-0.5	1	11	-0.1
CC(=O)Nc1ccc(/C=C2/SC(N)=NC2=O)cc1	0.1	-1	11	1.2
CC1CCCCN1CCNC(=O)c1cnn2ccccc12 (stereo not given)	0.2	8	18	0.6
COc1ccc(CNC(=O)C2CCN(C(=O)N(C)C)CC2)c(OC)c1	-1.0	-1	3	0.0
COc1ccc(C2C(C(=O)N(C)c3ccc(OC)cc3)c3ccccc3C(=O)N2c2ccc(OC)cc2)cc1 (stereo not given)	-2.2	-8	4	0.6
CCOc1cn2c(cc1=O)C(=O)N(CCNC(=O)c1cc(=O)c3ccccc3o1)CC2	1.3	18	-4	-0.1
CCOC(=O)C1CCC(CN(Cc2cccc(Br)c2)S(=O)(=O)c2ccc(Cl)cc2)CC1 (stereo not given)	-0.7	1	-6	0.4
CCCCN1C(=O)C(=O)C2=C(c3ccc(F)cc3)OC3(O)c4ccccc4C(O)(O)C213 (stereo not given)	0.5	2	7	-0.2
CC1CCC(NCc2c(C(=O)O)n(Cc3ccccc3Cl)c3ccccc23)CC1 (stereo not given)	0.3	14	-2	-0.1
O=C(COc1ccc(Br)cc1)Nc1ncc(Cc2ccccc2)s1	-0.1	3	-18	-0.1
COc1ccc(Cl)cc1N(CC(=O)Nc1c(C)n(C)n(-c2ccccc2)c1=O)S(=O)(=O)c1ccc(C)c([N+](=O)[O-])c1	-0.2	12	-4	0.0
Cc1ccc(-n2nc3c(c2NC(=O)/C=C\c2ccc4c(c2)OCO4)CSC3)c(C)c1	-1.5	13	14	0.7
O=C(On1c(-c2ccccc2F)nc2ccccc2c1=O)c1ccccc1Cl	0.7	-4	15	0.1
O=[N+]([O-])c1ccccc1NCCOc1ccccc1	-1.3	-42	7	-0.4
COC(=O)CC1C(=O)NCCN1C(=O)Nc1ccc(Cl)c(Cl)c1 (stereo not given)	0.5	10	9	0.0
CCCOc1ccc(/C=C2/N=C(C)OC2=O)cc1OC	1.7	-12	0	0.0
Cc1cccc(N(CC(=O)N(C)C)S(=O)(=O)c2ccccc2)c1C	-0.2	2	16	0.1
O=C(COC(=O)c1ccc(F)cc1Cl)NC(=O)NC1CCCC1	1.2	6	10	0.2
O=C(O)CCCNC(=O)/C(=C/c1ccc2c(c1)OCO2)NC(=O)c1ccc(Br)cc1	0.7	-2	-5	0.0
COc1ccc(CNc2nccn3c(-c4ccc(OC)c(OC)c4)cnc23)cc1	-0.1	5	14	-0.3
C=CCOc1ccccc1CN1CCN(c2ccccn2)CC1	0.1	-5	6	-0.3
CCOC(=O)C1=C(O)/C(=C/c2ccc(O)cc2)SC1=Nc1cccc(Cl)c1	0.7	10	2	-0.1
COc1cc(/C=C(/C#N)c2nc3ccccc3[nH]2)cc(OC)c1OC(C)=O	3.7	-10	7	-0.2
Cc1ccc(/C=C2/SC(=S)N(CCC(=O)O)C2=O)cc1[N+](=O)[O-]	-0.8	4	10	0.1
COc1ccc(-c2csc3nc4c5ccccc5c(N5CCOCC5)nn4c(=O)c23)cc1	0.0	0	-6	0.0
(listing goes on)
SMILES	GPR151 activ	TEAD-YAP block	MITF primary	FBW7 act
COc1cc(OC)cc(C(=O)OCC(=O)c2ccc(Br)s2)c1	3.9	-4	12	0.1
Cc1cc(N2CCCCC2)nc2ccc(NC(=O)CC3CCCCC3)cc12	-1.6	-8	-7	0.3
CC1=C(C(=O)Nc2ccc(Cl)cc2)C(c2cccs2)n2nnnc2N1 (stereo not given)	1.0	4	-5	0.0
COc1cccc(N2C(=O)CC(N3CCC(C(N)=O)CC3)C2=O)c1 (stereo not given)	0.1	-9	3	0.0
COC(=O)c1ccc(NS(=O)(=O)c2ccc(N3C(=O)CCC3=O)cc2)cc1	3.9	13	-3	0.1
COc1ccc(C(=O)NNC(=O)Nc2cccc(C(F)(F)F)c2)cc1OC	0.3	-5	1	-0.1
O=C1CSC(c2cccnc2)N1c1cccc(Cl)c1 (stereo not given)	-1.6	-2	16	-0.1
CC(C)C(=O)Oc1ccc2c3c(c(=O)oc2c1)CCC3	0.6	4	1	-0.1
NS(=O)(=O)c1ccc(Nc2nccc(=O)[nH]2)cc1	0.1	-6	-7	0.1
O=C(O)c1ccccc1NCc1cccnc1	1.7	-3	16	0.1
COc1ccc(-n2c(SCC(=O)Nc3ccc4c(c3)OCCO4)nc3[nH]ncc3c2=O)cc1	-1.5	24	11	0.2
COc1ccc(Nc2ccnc3c(-c4ccccc4OC)cnn23)cn1	-0.4	-34	38	0.7
COc1ccc(C2CC(c3cccs3)=NN2C(=O)CSc2nnc(CNC(=O)c3cccc(OC)c3)n2CCc2ccccc2)cc1 (stereo not given)	-0.6	0	-6	0.0
COc1ccc(CN2CCN(c3ccccn3)CC2)cc1C	-0.1	-8	39	-0.1
O=C1NC(=Nc2cccnc2)S/C1=C\c1ccc(F)cc1	0.3	-9	-15	-0.1
COc1cc(C2Nc3ccccc3NC3=C2C(=O)CC(c2ccc(OC)c(OC)c2)C3)ccc1O (stereo not given)	-1.4	-13	5	0.1
Cn1nc(-c2ccc(Cl)cc2)cc1NC(=O)Cn1c2ccccc2c(=O)c2ccccc21	-0.5	-3	0	0.6
O=C(N=NC(=O)c1ccccc1O)c1ccc(-n2c(O)c3ccccc3c2O)cc1	0.0	-7	-6	-0.1
Cc1ccc(-n2nc3c(c2NC(=O)c2c(-c4ccccc4Cl)noc2C)CSC3)cc1	0.2	-1	-4	0.0
CC(C)N(C(=O)NCCC(=O)c1ccc(F)cc1)C(C)C	-1.3	-1	1	0.1
CC(C)c1ccc(/C=N/NC(=O)C(=O)Nc2cccc(Cl)c2)cc1	-0.5	0	1	0.4
CCOc1cccc2c1NC(c1ccc(C(=O)O)cc1)C1CC=CC21 (stereo not given)	-0.2	-8	59*	-1.9
O=C(COc1ccc(N2CCCC2)nn1)NC1CCCN(Cc2ccccc2)C1 (stereo not given)	0.9	-6	4	0.1
O=[N+]([O-])c1ccc(N2CCCCC2)cc1NCc1ccc(Cl)cc1	0.6	4	-9	-0.1
C=CCOc1cccc(CNCCSc2nnnn2C)c1	0.1	-2	-1	0.1
COc1ccc(C(NC(=O)C2CCN(C(=O)CCC3CCCC3)CC2)c2ccccn2)cc1 (stereo not given)	-0.4	1	-10	-0.1
COc1cccc(C(=O)N2CCN(c3nncc(-c4ccccc4)n3)CC2)c1	0.7	13	-15	-0.1
O=C(NCC1COc2ccccc2O1)c1n[nH]c(=O)c2ccccc12 (stereo not given)	-0.5	1	7	0.0
O=C(CSc1nnnn1C1CCCC1)N1CCCCC1	1.6	-67	4	0.0
CCS(=O)(=O)c1ccc(O)c(NC(=O)Nc2cccc(C(F)(F)F)c2)c1	-0.5	6	12	0.1
O=S(=O)(c1ccc(Cl)s1)N1CCCCCC1	-1.4	5	-8	0.0
O=C(CN(c1ccccc1)S(=O)(=O)c1ccccc1[N+](=O)[O-])Nc1cccc(F)c1	0.6	13	4	0.4
CCOc1cc(/C=N/NC(=O)C(=O)Nc2ccccc2)ccc1O	0.0	4	6	0.2
COc1ccccc1N1CCN(C(=O)c2ccc(Br)cc2)CC1	-0.4	-2	-1	0.0
CCN(CC)S(=O)(=O)c1ccc2c(c1)c(=O)c(C(=O)NC1CCCCC1)cn2C	-0.4	4	-1	0.6
CCC(C)Nc1ccc(C(F)(F)F)cn1 (stereo not given)	-0.5	2	4	0.0
Cc1cc(Cl)cc(Cl)c1OCC(=O)Nc1cccc(-c2nc3ncccc3o2)c1C	-1.1	-1	14	0.6
O=C(Nc1nc2ccccc2[nH]1)c1ccccc1Cl	-11	83*	3	-0.2
O=C(c1ccc(F)cc1)C1CCN(C(=S)NCC2CCCO2)CC1 (stereo not given)	-1.1	11	3	0.0
CC(C)c1ccc(OCC(=O)N/N=C/c2ccco2)cc1	2.7	6	-2	0.1
Cc1[nH]c2ccc(CNC(=O)Cn3c(C)nc4ccccc43)cc2c1C	0.4	50*	13	-0.1
C=CCOC(=O)C1=C(C)NC(=O)NC1c1ccc(C)cc1 (stereo not given)	2.9	-21	-13	-0.1
CCOc1cc2[nH]c(=S)n(CCCC(=O)NC(C)C)c(=O)c2cc1OCC	0.2	-9	-3	0.1
CCOC(=O)C1=CC2c3ccc(Br)cc3C=CC2OC1=O (stereo not given)	0.0	-6	8	0.0
O=C(Nc1ccccc1Br)c1ccc(Cl)c([N+](=O)[O-])c1	-0.9	-2	-2	-0.2
O=S(=O)(NCC1CCCCC1)c1cccc(Br)c1	0.1	1	1	0.0
C1CCCN(c2nc3nonc3nc2NCC2COCCO2)CC1 (stereo not given)	1.3	-19	-6	-0.2
COC(=O)c1ccc(CN(Cc2ccc(OC)c(OC)c2)S(=O)(=O)c2ccc(F)c(C(=O)Nc3cc(Cl)ccc3OC)c2)cc1	-1.2	-10	11	0.0
Cc1noc(C)c1-c1cccc(C(=O)NCCN2CCOCC2)n1	-2.8	-6	18	0.1
CC1(C)S[C@@H]2[C@H](N=CN3CCCCCC3)C(=O)N2[C@H]1C(=O)O	-2.5	7	14	0.2

By substructure: the entries above with an NH in an aromatic ring
SMILES	GPR151 activ	TEAD-YAP block	MITF primary	FBW7 act
CC(NC(=O)CCc1nc2ccccc2[nH]1)c1ccccc1 (stereo not given)	-1.2	2	12	0.1
O=C1CC(SCCc2nc3ccccc3[nH]2)C(=O)N1c1ccc(Cl)cc1 (stereo not given)	-0.1	4	-5	-0.1
COC(=O)c1[nH]ncc1Br	6.1*	3	8	0.0
CSc1nc2c(c(=O)[nH]1)C1(CCCC1)Cc1ccccc1-2	0.3	-7	-6	0.1
COc1cccc(CC2(CO)CCCN(C(=O)/C=C/c3cnc[nH]3)C2)c1 (stereo not given)	1.9	-12	4	0.0
O=c1[nH]c(=O)n(C2CCCCC2)c(O)c1/C=C1\C=CC=N1	-0.5	1	11	-0.1
COc1cc(/C=C(/C#N)c2nc3ccccc3[nH]2)cc(OC)c1OC(C)=O	3.7	-10	7	-0.2
NS(=O)(=O)c1ccc(Nc2nccc(=O)[nH]2)cc1	0.1	-6	-7	0.1
COc1ccc(-n2c(SCC(=O)Nc3ccc4c(c3)OCCO4)nc3[nH]ncc3c2=O)cc1	-1.5	24	11	0.2
O=C(NCC1COc2ccccc2O1)c1n[nH]c(=O)c2ccccc12 (stereo not given)	-0.5	1	7	0.0
O=C(Nc1nc2ccccc2[nH]1)c1ccccc1Cl	-11	83*	3	-0.2
Cc1[nH]c2ccc(CNC(=O)Cn3c(C)nc4ccccc43)cc2c1C	0.4	50*	13	-0.1
CCOc1cc2[nH]c(=S)n(CCCC(=O)NC(C)C)c(=O)c2cc1OCC	0.2	-9	-3	0.1
